From PubChem BioAssay
B2AR arrestin = recruits beta-arrestin to the human beta2-adrenergic receptor. P07550. beta-arrestin recruitment to beta2AR, cell-based reporter. Potency, µM (top dose mostly 46.1 µM), without a hit: at the top dose activation, actives largely listed as activators. 0.02% of 330,000 active. AID 492947;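 also: potency is read from the fitted curve at half-maximal effect; 0% = DMSO controls and full agonism = EC100 isoproterenol or metaproterenol; nearly all actives have a fitted effect of over 65% in size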
Menin-MLL TR inh = menin-MLL binding inhibition, Texas Red mutant peptide. O00255. Menin + Texas Red MLL mutant peptide, fluorescence polarization. Potency, µM (top dose mostly 61.6 µM), for the others: top-dose FP activity change, negative = inhibition, most hits filed as inhibitors. 0.23% of 270,000 active. AID 1768; active = well fitted inhibition curve with a large enough effect in the polarisation, with a control signal flat, not every such curve was filed as active; inconclusive = small, poorly fitted or top-dose-only effect, or effect the other way, or a change in a side signal; inactive = no such curve, though single readings can be large or run the other way; the % refers to the polarisation; also: potency is read from the fitted curve at half-maximal effect; % of control where 0% means no effect; many of its hits are not listed in these tables
Target sequence (O00255 whole entry, looked up): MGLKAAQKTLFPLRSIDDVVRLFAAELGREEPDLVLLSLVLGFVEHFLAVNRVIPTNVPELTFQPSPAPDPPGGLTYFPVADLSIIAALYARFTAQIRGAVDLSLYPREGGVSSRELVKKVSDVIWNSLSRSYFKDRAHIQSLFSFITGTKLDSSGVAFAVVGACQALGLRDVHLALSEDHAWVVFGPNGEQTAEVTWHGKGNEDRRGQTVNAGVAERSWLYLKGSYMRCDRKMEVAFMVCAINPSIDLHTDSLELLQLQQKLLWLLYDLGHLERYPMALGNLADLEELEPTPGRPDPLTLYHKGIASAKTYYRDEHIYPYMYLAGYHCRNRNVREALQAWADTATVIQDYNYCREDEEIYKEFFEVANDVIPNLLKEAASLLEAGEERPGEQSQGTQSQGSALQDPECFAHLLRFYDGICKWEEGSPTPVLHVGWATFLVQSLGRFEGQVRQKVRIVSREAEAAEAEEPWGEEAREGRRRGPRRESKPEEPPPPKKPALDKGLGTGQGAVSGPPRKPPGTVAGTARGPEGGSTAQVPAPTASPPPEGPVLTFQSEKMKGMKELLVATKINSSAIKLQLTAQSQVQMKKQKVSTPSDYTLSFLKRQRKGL
BCR signal inh = chronic active BCR signaling inhibition | ABC-DLBCL IkBa-CBG/CBR reporter, luminescence ratio, 4 h | Potency, µM (series often up to 46.1 µM), for the others: at the highest dose ratio change, negative = lower green/red ratio, actives largely listed as inhibitors | 0.05% of 340,000 active | AID 493014; active = well fitted inhibition curve with a large enough effect in the signal ratio, with a control signal flat, not every such curve was filed as active; inconclusive = small, poorly fitted or top-dose-only effect, or effect the other way, or a change in a side signal; the % refers to the signal ratio;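 also: potency is read from the fitted curve at half-maximal effect; plate controls were basal doxycycline-induced cells for no effect and cells given 10 µM MG132 for full effect; MG132 reads +100%, hits lower the ratio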
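TMD8 ABC-DLBCL cells carrying doxycycline-inducible green luciferase fused to IkappaBalpha plus unfused red luciferase were exposed to compounds (up to 46 uM) for 4 hrs at 37C. Activity came from the overlap-corrected green/red luminescence ratio.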
Coupling enz = coupling enzyme interference in Giardia aldolase counter-screen; coupling enzyme system counterscreen, AmpLite Red fluorescence; activity change, negative = inhibition, % at 58.2 µM, hits read low; 0.67% of 290,000 active; in the data active = activity change below about -30%; also: % is scaled to controls: 0 for no effect and ±100 for the full control effect
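Compounds tested against the coupling enzymes alone at 57.5 uM final; readout was AmpLite Red fluorescence (525/598 nm) after 20 min at RT.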
Giardia killer = Giardia lamblia killing | Giardia lamblia trophozoite viability | activity change, % at 7.66 µM, hits read low | 0.15% of 340,000 active; in the data active = activity change below about -80%; inconclusive = between about -30% and that limit;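 also: parasites exposed to compound for two days anaerobically before the ATP read; % is scaled to controls: 0 for no effect and ±100 for the full control effect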
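Killing of trophozoites was scored by loss of ATP luminescence after a 48 hrs anaerobic exposure to compounds at 37 deg C, using 100 cells per well.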
GALK inh = galactokinase (human) inhibition; P51570; Purified GALK, Kinase-Glo residual ATP luminescence; Potency, µM (doses to about 57.5 µM), inactives show top-dose activity change, negative = inhibition, most hits filed as inhibitors; 0.007% of 270,000 active; AID 1868; also: potency is read from the fitted curve at half-maximal effect; % is scaled to controls: 0 for no effect and ±100 for the full control effect
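5 nM enzyme, 35 uM ATP, 100 uM galactose, 20 mM HEPES pH8.0, 5 mM MgCl2; 1 h RT; residual ATP by Kinase-Glo Plus luminescence, qHTS format.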
Integrin act MD = integrin-mediated muscular dystrophy alleviation activation; alpha7betagal myoblasts, beta-gal FDG fluorescence, 48 h; Potency, µM (top dose mostly 38.3 µM), without a hit: at the top dose activation, hits mostly activators; 0.064% of 350,000 active; AID 624291;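 also: potency is read from the fitted curve at half-maximal effect; 100% = response of the positive control SU9516; nearly all actives have a fitted effect of over 60% in size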
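Alpha7betagal+/- myoblasts (passage 13) were plated 16-24 hr, then exposed to compounds (1:260 dilution of DMSO stock) for 48 hours at 37C. After MPER lysis, β-galactosidase reporter activity was read as FDG fluorescence (ex 480/em 540) after 30 minutes.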
Tb PFK block = inhibitors of T. brucei phosphofructokinase. Potency, µM (highest dose often 57.5 µM), inactives show top-dose activity, negative = inhibition, hits mostly inhibitors. T. brucei PFK, ADP-Glo luminescence. 0.17% of 330,000 active. AID 485367;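 also: potency is read from the fitted curve at half-maximal effect; 0% = uninhibited 1x PFK enzyme wells and -100% = no-enzyme wells; nearly all actives have a fitted effect of over 60% in size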
Target sequence (O15648 whole entry, looked up): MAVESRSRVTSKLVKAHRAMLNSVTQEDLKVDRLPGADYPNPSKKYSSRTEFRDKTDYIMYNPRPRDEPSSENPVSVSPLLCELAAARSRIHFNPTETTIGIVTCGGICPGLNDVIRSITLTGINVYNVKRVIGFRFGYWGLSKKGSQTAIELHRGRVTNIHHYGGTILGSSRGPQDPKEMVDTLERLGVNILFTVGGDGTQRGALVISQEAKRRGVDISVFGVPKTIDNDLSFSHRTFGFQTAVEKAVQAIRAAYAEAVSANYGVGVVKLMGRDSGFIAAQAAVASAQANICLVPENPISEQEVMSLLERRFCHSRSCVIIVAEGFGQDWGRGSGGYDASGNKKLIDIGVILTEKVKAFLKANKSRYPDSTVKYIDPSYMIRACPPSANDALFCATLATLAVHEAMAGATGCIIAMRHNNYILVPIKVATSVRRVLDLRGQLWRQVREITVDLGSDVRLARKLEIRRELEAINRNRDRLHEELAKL
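Activity is normalized to no-enzyme wells (full inhibition) and 1.25 nM enzyme wells (no inhibition). Reaction: 0.5 mM F6P, 0.1 mM ATP, 45 min RT, ADP-Glo luminescence; concentration-response curves fitted and classed by quality.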
TSG101-PTAP inh = blocks PTAP/TSG101 interaction to inhibit HIV-1 budding; Potency, µM (highest dose often 115 µM), for inactives: at the highest dose activity change, negative = inhibition, usual class: inhibitors; 340,000 tested, under 10 active; Q99816; Fluorescence polarization, FITC-PTAP peptide / Tsg101 binding; active = well fitted inhibition curve with a large enough effect in the main read-out, with a control signal flat, not every such curve was filed as active; inconclusive = small, poorly fitted or top-dose-only effect, or effect the other way, or a change in a side signal; inactive = no such curve, though single readings can be large or run the other way; also: potency is read from the fitted curve at half-maximal effect; % of control where 0% means no effect
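Compounds were pin-transferred onto Tsg101 binding domain (10 uM final) in HEPES pH 7.5 buffer, then FITC-PTAP peptide was added at 50 nM final. After 20 min at RT, polarization reported peptide displacement across a qHTS concentration series.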
PKM2 activator = activators of human pyruvate kinase M2; 0.34% of 260,000 active; purified PKM2, Kinase-Glo ATP luminescence, activation; response scale: 0% is enzyme alone, no compound; P14618; Potency, µM (series often up to 57.5 µM), without a hit: at the highest dose activation, actives largely listed as activators; AID 1631; also: potency is read from the fitted curve at half-maximal effect; % is scaled to controls: 0 for no effect and ±100 for the full control effect; nearly all actives have a fitted effect of over 55% in size
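Kinase-Glo luminescence reports ATP generated from ADP (0.1 mM) and PEP (0.5 mM) by purified hPK-M2 after 1 h at room temperature, pH 7.2 imidazole buffer; intermediate enzyme activity allows detecting inhibitors and activators.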
S-ASM inh = blocks human secretory acid sphingomyelinase; P17405; placental ASM, HMU-PC fluorogenic substrate, 60 min; Potency, µM (titrated, usually from 57.5 µM), for the others: top-dose activity change, negative = inhibition, hits mostly inhibitors; 0.006% of 340,000 active; AID 504937; also: potency is read from the fitted curve at half-maximal effect
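Human placenta-derived ASM enzyme was preincubated with compound for 10 minutes at room temperature, then given fluorogenic substrate HMU-PC0 (9 uM final) for 60 minutes at 37 °C; a pH 10 stop preceded fluorescence reading at Ex 386/Em 447 nm.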
Starred values were filed as active, the others as inactive; ? = inconclusive; / = not tested or not shown; & = joins results of further samples; [ ] = remark or other dose. Unless noted, calls follow the shape of the dose curve; as a rule, active = well fitted curve in the direction sought with a large enough effect; inconclusive = small, poorly fitted or top-dose-only effect, or another doubt; inactive = no such curve, though single readings can be large; an effect the other way counts as inactive or inconclusive. Only part of the results is shown; count on the stated rates, not on these rows.

SMILES	B2AR arrestin	Menin-MLL TR inh	BCR signal inh	Coupling enz	Giardia killer	GALK inh	Integrin act MD	Tb PFK block	TSG101-PTAP inh	PKM2 activator	S-ASM inh
COc1ccc(/C=N/NC(=O)CNC(=O)c2ccc(S(=O)(=O)N3CCOCC3)cc2)c(OC)c1	-1.1%	2%	-1%	2	6	0%	-15%	2%	1%	-3%	-5%
N#C/C(=C\c1ccc(N2CCCCC2)o1)C(=O)Nc1cccc(Br)c1	-0.7%	?	-9%	0	-5	0%	30%	-6%	?	-7%	3%
O=C(/C=C/c1ccc2c(c1)OCO2)NCCSCc1cccc(Cl)c1	0.2%	?	?	-4	6	/	7%	?	-4%	5%	-4%
COC(=O)c1ccc(Cl)c(NC(=O)CN2CCC(C)CC2)c1	0.4%	4%	-4%	4	16	1%	3%	5%	/	0%	3%
CC1CCCCC1NC(=O)NC(=O)COC(=O)C1=NN(c2ccccc2)C(=O)CC1 (stereo not given)	0.3%	/	3%	/	1	/	-18%	-1%	1%	/	-1%
Cc1ccc(Oc2ccc(N)cc2)cc1	-0.4%	-8%	0%	2	-7	-2%	-4%	0%	0%	0%	3%
COc1ccc(NC(=O)CN(C)C(=O)CNC(=O)c2ccc3c(c2)OCO3)cc1	-0.1%	/	0%	/	-12	/	-2%	-8%	-5%	/	-1%
COC(=O)Cn1c(=O)c2c(nc(Br)n2CC(=O)OC)n(C)c1=O	0.1%	-3%	6%	0	7	0%	-14%	-2%	-3%	8%	3%
CCCN1CNC(=S)N(c2cccc(C)c2)C1	5.3%	/	0%	3	4	7%	1%	-1%	-1%	-1%	-1%
Cc1cc(C)c(S(=O)(=O)N(C)CC(=O)NCC2CCCO2)c(C)c1 (stereo not given)	0.2%	-30%	0%	0	4	0%	-24%	0%	0%	1%	1%
CC(=O)c1c(C)[nH]c(C(=O)NNC(=O)c2ccc(C)cc2)c1C	0.2%	/	-11%	/	-23	/	13%	-7%	-5%	/	2%
CC1CCCC(NC(=O)COC(=O)c2ccc([N+](=O)[O-])o2)C1C (stereo not given)	-0.5%	/	3%	/	-9	/	5%	0%	-3%	/	8%
COc1ccc(C2=NN(C(=O)CCC(=O)O)C(c3ccc(Br)cc3)C2)cc1 (stereo not given)	0.1%	-6%	12%	8	7	-2%	10%	1%	2%	1%	-2%
CNC(=S)N1N=C(c2ccc(C)cc2)CC1c1ccc(Cl)cc1 (stereo not given)	1.0%	-18%	26%	2	-9	0%	-7%	1%	-3%	-2%	-10%
Cc1ccc(C(=O)NNC(=O)CSc2nnc(C(C)C)n2C)cc1	-0.3%	-9%	-1%	7	6	8%	?	-1%	-2%	5%	3%
NC(=O)C1(N2CCCCC2)CCN(C(=S)NC2CCCC2)CC1	-0.2%	10%	2%	-2	16	-3%	21%	-2%	0%	-1%	5%
CCOC(=O)CSc1nnc(-c2cccnc2)n1Cc1ccccc1	-2.0%	-11%	16%	-4	-5	0%	4%	-3%	-3%	-5%	0%
CCOC(=O)N1CCC(NC(=O)c2cccc3c2C(=O)N(c2ccc(OC)cc2)C3)CC1	4.6%	?	5%	0	4	2%	-7%	?	0%	14%	4%
COc1cccc(CNc2nc(C(F)(F)F)nc3ccccc23)c1	-1.1%	?	-3%	0	-16	4%	-12%	1%	-3%	8%	-15%
O=C(c1ccc(-c2ccc(Cl)cc2Cl)o1)N1CCOCC1	-1.1%	-17%	-3%	9	0	8%	34%	3%	-4%	-2%	0%
c1ccn2cc(CSC3=NCCS3)nc2c1	-0.9%	-1%	0%	4	-3	2%	13%	3%	-8%	9%	2%
CCN(CC)S(=O)(=O)c1ccc(/C=C/C(=O)Nc2c(C)n(C)n(-c3ccccc3)c2=O)cc1	0.3%	-12%	-7%	1	-2	-2%	4%	-1%	-8%	-32%	-4%
CCOC(=O)c1cnn(-c2cc(C)c3ccccc3n2)c1N	-0.8%	0%	?	-1	-11	-2%	9%	-4%	-2%	-6%	-5%
CCC(=O)N1CCc2cc(S(=O)(=O)CCC(=O)Nc3cccc(F)c3)ccc21	-0.2%	3%	7%	4	-12	0%	-33%	-8%	-4%	-1%	-1%
COC(=O)CCS(=O)(=O)c1nc(-c2ccccc2)cc(C(F)(F)F)n1	0.0%	/	?	3	-10	-3%	-70%[inhibitor]	-18%	-7%	10%	3%
O=S(=O)(c1ccc(F)cc1)N1CCN(c2nc(-c3cccnc3)nc3ccccc23)CC1	0.4%	/	9%	/	-11	/	23%	0%	1%	/	-1%
COc1ccccc1-n1nnnc1SCC(=O)NC(=O)Cc1ccccc1	0.2%	/	-3%	/	-4	/	22%	-13%	-9%	/	3%
Cc1cc(N2C(=O)[C@@H]3[C@H](C2=O)[C@@H]2C[C@H]3C(Br)C2Br)no1 (stereo not given in full)	-1.0%	/	?	2	3	2%	1%	0%	-1%	0%	0%
Cc1sc2ncnc(NCC3CCCO3)c2c1C (stereo not given)	-0.4%	5%	-15%	/	-26	-4%	-44%	1%	-1%	7%	6%
CC12CC(c3ccccc3O1)N(C(=O)c1ccco1)C(=O)N2c1ccccc1 (stereo not given)	-0.2%	12%	-5%	0	-18	1%	4%	-3%	6%	5%	-2%
Cn1cccc1C(=O)OCC(=O)NCCc1ccccc1	0.1%	/	?	/	-4	/	-36%[inhibitor]	-3%	-4%	/	-1%
COc1ccc(CNC(=O)CCCCCNc2nc(=S)[nH]c3ccccc23)cc1	-0.5%	-4%	-10%	0	-9	14%	-14%	-4%	-5%	-5%	-1%
Cc1c(C)n2c(SCC(=O)N3CCC(C)CC3)nnc2[nH]c1=O	-0.7%	/	-2%	/	-9	/	-7%	-6%	-2%	/	3%
COc1ccc2c(c1)C(=O)[C@@H](O)[C@H](c1ccc(OC)c(Br)c1)O2	-0.7%	11%&-1%	-4%	5&0	-11	/	-32%	-1%	-4%	3%	161%[activator]
COc1cc(-c2nc(-c3cccc(C)c3)no2)cc(OC)c1OC	-0.2%	9%	?	-4	11	1%	?	-7%	0%	-2%	-9%
CCN(Cc1ccccc1)C(c1ccccn1)c1nnnn1C(C)(C)CC (stereo not given)	-0.2%	-15%	2%	1	6	-3%	-38%	5%	-7%	-14%	-3%
NC(=O)c1cc([N+](=O)[O-])ccc1N1CCN(Cc2ccccc2)CC1	-0.1%	-11%	2%	2	18	0%	-3%	-1%	-4%	2%	-7%
COc1ccc(CNc2nc(-c3cccnc3)nn2C(C)=O)cc1	-0.4%	-6%	-17%	4	13	0%	-44%	-1%	-1%	4%	3%
CCCCC(=O)N1CCN(c2nc3ccc(Cl)cc3s2)CC1	0.1%	/	10%	/	0	4%	0%	-6%	-3%	/	-3%
CCc1ccc(NC(=O)COc2coc(CN3CCc4ccccc4C3)cc2=O)cc1	0.2%	/	5%	/	-1	/	-9%	23%	-1%	/	/
CN(c1ccc(OC(=O)CC2OC(=O)c3ccccc32)cc1)S(=O)(=O)c1ccccc1 (stereo not given)	-0.6%	/	1%	/	-12	/	-13%	1%	0%	/	-1%
COc1ccc(C(CNC(=O)C2CC(=O)N(Cc3ccc(C)cc3)C2)N(C)C)cc1 (stereo not given)	0.6%	-5%	2%	-1	0	0%	-14%	-4%	-11%	2%	6%
O=C(CN(C(=O)c1csnn1)c1ccccc1C(F)(F)F)NC1CCCCC1	-0.2%	-7%	0%	2	-17	5%	-21%	-2%	-3%	-6%	-2%
c1cncc(C(c2nnnn2C2CCCCC2)N2CCCCC2)c1 (stereo not given)	0.0%	-10%	6%	1	-5	1%	17%	0%	-3%	-1%	0%
CN(C)c1ccc(C=NCCc2ccc(S(N)(=O)=O)cc2)cc1	0.2%	-9%	-13%	-4	12	0%	-11%	-2%	-5%	2%	-1%
O=C(Nc1ccccc1)OCN1C(=O)c2ccccc2C1=O	-0.2%	-1%	-13%	5	4	1%	8%	3%	0%	0%	-2%
Fc1cc2[nH]cnc2cc1Cl	0.0%	/	?	0	?	-1%	0%	-8%	4%	-4%	-2%
COc1ccc(S(=O)(=O)NC(CC(=O)NCCc2ccccc2)c2ccco2)cc1 (stereo not given)	-1.0%	/	?	1	-18	0%	-7%	0%	-3%	-3%	2%
C/C(CC(=O)NC1CCCC1)=N\NC(=O)Cc1csc(N)n1	-0.6%	8%	-3%	-1	0	3%	19%	0%	-4%	3%	2%
